GALK inhibitor: qHTS Assay for Inhibitors of Human Galactokinase (GALK). Potency, µM (titrated, usually from 57.5 µM), without a hit: top-dose activity change, negative = inhibition, hits mostly inhibitors. Purified GALK, Kinase-Glo residual ATP luminescence. hit rate 0.007% among 270,000. P51570; further: potency means the concentration at half of the fitted maximal effect; on the % scale 0 is the no-effect control and ±100 the full control effect
Target sequence (P51570 whole entry, looked up): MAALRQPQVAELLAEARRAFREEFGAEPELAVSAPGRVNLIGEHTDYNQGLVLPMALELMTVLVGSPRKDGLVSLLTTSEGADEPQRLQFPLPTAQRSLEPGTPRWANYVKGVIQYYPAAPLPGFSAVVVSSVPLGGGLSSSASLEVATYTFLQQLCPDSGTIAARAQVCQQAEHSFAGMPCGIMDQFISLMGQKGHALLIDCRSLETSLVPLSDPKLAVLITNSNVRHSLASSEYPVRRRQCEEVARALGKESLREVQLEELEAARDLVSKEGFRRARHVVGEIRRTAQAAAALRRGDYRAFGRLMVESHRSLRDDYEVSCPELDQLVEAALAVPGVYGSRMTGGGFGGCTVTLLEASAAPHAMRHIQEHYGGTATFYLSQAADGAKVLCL
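Galactose (100 uM) and ATP (35 uM) were turned over by 5 nM GALK for 1 h at RT. Kinase-Glo Plus then converted the remaining ATP into a luminescent signal.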
A-T KAP1 phos: qHTS Assay for Identifying a Potential Treatment of Ataxia-Telangiectasia; Potency, µM (doses to about 57.5 µM), for the others: top-dose activation, most hits filed as activators; AID 485349, 2010; […] A-T fibroblasts, KAP-1 phosphorylation AlphaLISA; neocarzinostatin DNA damage 30 min before lysis; hit rate 0.19% among 320,000; further: potency means the concentration at half of the fitted maximal effect; % of control where 0% means no effect; nearly all actives have a fitted effect of over 45% in size
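ATM-like activity read as KAP-1 phosphorylation via AlphaLISA donor/acceptor antibody pairs after lysis and 6 hr at 25C. Cells were ATM-null patient fibroblasts ([…], hTERT), dosed 60 min, then exposed to the DSB inducer NCS for 30 min.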
Tb PFK inh: qHTS Assay to Find Inhibitors of T. brucei phosphofructokinase | ATP-dependent 6-phosphofructokinase (Trypanosoma brucei brucei), O15648 | T. brucei PFK, ADP-Glo luminescence | Potency, µM (highest dose often 57.5 µM), for inactives: top-dose activity, negative = inhibition, most hits filed as inhibitors | hit rate 0.17% among 330,000;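 further: potency means the concentration at half of the fitted maximal effect; 0% = uninhibited 1x PFK enzyme wells and -100% = no-enzyme wells; nearly all actives have a fitted effect of over 60% in size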
Target sequence (O15648 whole entry, looked up): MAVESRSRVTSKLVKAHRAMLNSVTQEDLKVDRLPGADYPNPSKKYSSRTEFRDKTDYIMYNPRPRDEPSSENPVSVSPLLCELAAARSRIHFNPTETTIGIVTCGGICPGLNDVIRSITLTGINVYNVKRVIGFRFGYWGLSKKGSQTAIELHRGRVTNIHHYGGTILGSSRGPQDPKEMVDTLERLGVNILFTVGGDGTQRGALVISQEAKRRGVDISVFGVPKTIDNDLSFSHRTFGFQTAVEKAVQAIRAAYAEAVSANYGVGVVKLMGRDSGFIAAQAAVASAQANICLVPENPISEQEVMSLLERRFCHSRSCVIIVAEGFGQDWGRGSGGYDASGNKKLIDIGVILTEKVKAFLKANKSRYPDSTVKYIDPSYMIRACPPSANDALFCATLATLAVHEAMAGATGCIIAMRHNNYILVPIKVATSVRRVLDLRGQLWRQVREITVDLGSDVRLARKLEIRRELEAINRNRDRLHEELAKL
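Activity is normalized to no-enzyme wells (full inhibition) and 1.25 nM enzyme wells (no inhibition). Reaction: 0.5 mM F6P, 0.1 mM ATP, 45 min RT, ADP-Glo luminescence; concentration-response curves fitted and classed by quality.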
Giardia kill: Small Molecules that selectively kill Giardia lamblia: qHTS. Giardia lamblia trophozoite viability. activity change, % at 7.66 µM, hits read low. hit rate 0.15% among 340,000. AID 540267, 2011; in the data active means activity change below about -80%; inconclusive means between about -30% and that limit;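 further: parasites exposed to compound for two days anaerobically before the ATP read; on the % scale 0 is the no-effect control and ±100 the full control effect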
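Luminescence from cellular ATP indicates surviving trophozoites (100 cells/well) following 48 hrs anaerobic compound treatment at 37 deg C; signal develops 15-30 min at room temperature.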
KCNH2 WT inh: qHTS for Inhibitors of KCHN2 3.1: Wildtype qHTS; Voltage-gated inwardly rectifying potassium channel KCNH2 (Homo sapiens), Q12809; U2OS, BacMam KCNH2, thallium flux FluxOr; hits give low values; activity change, % at 1.84 µM; hit rate 0.37% among 340,000;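 active means maximum activity change below -70%; inconclusive means maximum activity change between -70% and -50%; inactive means maximum activity change above -50%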; further: on the % scale 0 is the no-effect control and ±100 the full control effect
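U2OS cells were transduced with wild-type KCNH2 virus (2.03 x 10^8 / mL) for 4 h at room temperature, then cultured overnight at 37 C. Thallium flux was read with FluxOr dye. Rate constants were normalized to DMSO controls.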
TCR act: Activators of T cell receptors: qHTS campaign. primary human leukocytes, anti-CD3, IL-2 HTRF, 48 h. Potency, µM (highest dose often 9.22 µM), inactives show at the highest dose activation of IL-2 secretion, actives largely listed as activators. 330,000 tested, under 10 active. AID 504894, 2011; further: % of control where 0% means no effect
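Primary human leukocytes incubated 48 hr with anti-CD3 beads plus compound, without co-stimulation. Secreted IL-2 measured by HTRF (europium cryptate/d2 anti-IL-2 pair, 320 nm excitation, 665 nm emission).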
FBPA coupling cs: qHTS Assay for Inhibitors of Fructose-1,6-bisphosphate Aldolase from Giardia Lamblia: Coupling assay counterscreen | coupling enzyme system counterscreen, AmpLite Red fluorescence | activity change, negative = inhibition, % at 58.2 µM, hits read low | hit rate 0.67% among 290,000; in the data active means activity change below about -30%; further: on the % scale 0 is the no-effect control and ±100 the full control effect
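Activity here indicates interference with the coupling reaction, not aldolase inhibition. Compounds at 57.5 uM final met coupling enzymes for 10 min at RT; substrate and AmpLite Red detection followed, with a 525/598 nm fluorescence read after 20 min.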
MLL CXXC-DNA inh: qHTS Fluorescence Polarization Assay for Inhibitors of MLL CXXC domain - DNA interaction | Potency, µM (titrated, usually from 115 µM), inactives show top-dose activity change, negative = inhibition, most hits filed as inhibitors | AID 2662, 2010 | MLL-CXXC / FITC-HOXA9 DNA fluorescence polarization | hit rate 0.037% among 290,000 | Histone-lysine N-methyltransferase 2A (Homo sapiens), Q03164; active means well fitted inhibition curve with a large enough effect in the polarisation, with a control signal flat, not every such curve was filed as active; inconclusive means small, poorly fitted or top-dose-only effect, or effect the other way, or a change in a side signal; inactive means no such curve, though single readings can be large or run the other way; the % refers to the polarisation; further: potency means the concentration at half of the fitted maximal effect
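Purified MLL-CXXC (added from a 7 uM solution) was preincubated 5 min at ambient with pinned compounds in 50 mM Tris-HCl pH 7.5, 50 mM NaCl, 1 mM DTT, 0.05% BSA. Fluorescein-labeled HOX-A9 DNA (50 nM solution) followed, 30 min, then polarization read.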
TSHR antagonist: Antagonists of the Thyroid Stimulating Hormone Receptor: HTS campaign. hit rate 0.2% among 330,000. TSHR-expressing cells, TSH-stimulated cAMP HTRF, 2 h; hits give low values. activity change, negative = inhibition, % at 11.5 µM. Thyrotropin receptor (Homo sapiens), P16473. AID 504810, 2011;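 active means activity change below a set negative limit, meaning inhibition stronger than a set level, cut at about -70% in these data; inconclusive means activity change between two set negative limits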; further: on the % scale 0 is the no-effect control and ±100 the full control effect
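Antagonism was scored as loss of TSH-driven cAMP in TSHR cells, stimulated with 4nM TSH (EC80) for 2 hours at 37 deg C and detected by homogeneous HTRF competition immunoassay.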
Chronic BCR inh: qHTS Assay to Find Inhibitors of Chronic Active B-Cell Receptor Signaling; ABC-DLBCL IkBa-CBG/CBR reporter, luminescence ratio, 4 h; Potency, µM (highest dose often 46.1 µM), inactives show at the highest dose ratio change, negative = lower green/red ratio, actives largely listed as inhibitors; hit rate 0.05% among 340,000; active means well fitted inhibition curve with a large enough effect in the signal ratio, with a control signal flat, not every such curve was filed as active; inconclusive means small, poorly fitted or top-dose-only effect, or effect the other way, or a change in a side signal; the % refers to the signal ratio;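 further: potency means the concentration at half of the fitted maximal effect; plate controls were basal doxycycline-induced cells for no effect and cells given 10 µM MG132 for full effect; MG132 reads +100%, hits lower the ratio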
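Doxycycline induced both beetle luciferases in TMD8 lymphoma cells; IKK-driven degradation limits the IkappaBalpha-fused green signal, while red luminescence normalises for cell number and nonspecific effects. Compounds tested up to 46 uM, 4 hrs.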
* marks the source's active call; other numbers are inactive results; ? = inconclusive; . = no result given; [ ] = remark or other dose. Unless noted, the call rests on the fitted dose curve; in most records, active means well fitted curve in the direction sought with a large enough effect; inconclusive means small, poorly fitted or top-dose-only effect, or another doubt; inactive means no such curve, though single readings can be large; an effect the other way counts as inactive or inconclusive.

structure,GALK inhibitor,A-T KAP1 phos,Tb PFK inh,Giardia kill,KCNH2 WT inh,TCR act,FBPA coupling cs,MLL CXXC-DNA inh,TSHR antagonist,Chronic BCR inh
O=S(=O)(NCCSc1nc2ccccc2o1)c1ccccc1,-1%,.,3%,-12,-1,-8%,-1,4%,1,0%
CCOC(=S)SCC(=O)Nc1nc(C)c(C)s1,5%,9%,-16%,7,3,-7%,-4,-9%,12,?
O=C(CCc1ccccc1)Nc1ccccc1,1%,-3%,-3%,2,1,2%,-6,-1%,9,-11%
Cc1ccc(SCc2cc(-c3ccc(Cl)cc3)on2)cc1,1%,12%,0%,7,-7,0%,0,-8%,-13,9%
CCn1nc(C)c(NC(=O)c2ccc(Cl)cc2)c1C,8%,-4%,-4%,-11,-17,1%,-4,-5%,2,5%
CCCn1c2ccccc2c2nc3ccccc3nc21,-2%,12%,1%,-10,-4,-4%,0,1%,-9,?
Cc1nn(Cc2ccc(Cl)cc2)c(C)c1NC(=O)CSc1nc2c(c(C(F)(F)F)n1)CCc1ccccc1-2,0%,-2%,1%,-8,-1,.,2,17%,6,0%
CN1CCN(S(=O)(=O)c2ccc(NC(=S)NC(=O)C3CC3)cc2)CC1,2%,9%,0%,1,-5,-1%[46.1 µM],4,-1%,-3,1%
COc1ccc(-c2c(-c3ccccc3OC)sc3ccccc23)cc1OC,.,2%,-1%,30[activator],-20,-4%,-1,-3%,-20,9%
COc1cc(/C=C2\SC(=Nc3ccc(O)cc3)NC2=O)cc(OC)c1OC,.,11%,-3%,8,-9,4%,-1,-19%,-4,-3%
CN1CC(=O)N/C1=N\C(=O)Nc1ccc(O)cc1,-1%,0%,-1%,16,0,0%,0,13%,4,-1%
CCc1sc(NC(=O)C(C)C)nc1-c1ccccc1,2%,0%,0%,-10,2,-1%,3,-4%,-8,6%
Cc1ccc(NC(=O)c2ccc(OC(=O)COc3ccc(Cl)cc3C)cc2)cc1,-2%,-1%,2%,-3,5,5%[46.1 µM],-2,1%,3,?
N#CC(C#N)=Cc1ccc(OCC(=O)N2CCOCC2)cc1,4%,3%,-13%,23,-29,7%,3,12%,1,7%
Nc1ccccc1Nc1cc(-c2ccccc2)nn1-c1ccccc1,1%,1%,0%,14,-6,2%[46.1 µM],1,10%,0,1%
COC(=O)c1ccc(CNCC(O)COc2ccc(-c3ccccc3)cc2)cc1 (configuration not stated),-2%,1%,5%,-15,28,3%,-2,-1%,23,-4%
Cn1c(NNC(=O)CCC2CCCCC2)cc(=O)n(C)c1=O,.,-1%,-1%,-18,4,-7%,-16,24%,1,?
CC1CCN(Cc2cc(=O)oc3ccc4ccccc4c23)CC1,-3%,7%,0%,1,1,-3%,-4,-11%,-8,?
CCOc1ccc2nc3sc(C(=O)N4CCOCC4)c(N)c3cc2c1,5%,8%,-10%,-3,7,-7%,-30,-1%,-9,-2%
COc1ccc(/C=C2/C(=N)N3N=C(CC(=O)N4CCCC4)SC3=NC2=O)cc1,-4%,-13%,-3%,-1,1,-3%,11,5%,9,2%
S=C(Nc1ccccc1Cl)N1CCCC(c2ccccc2)=N1,-5%,8%,3%,-8,1,-59%,-3,-9%,-6,?
COc1ccc(NC(=O)CSc2nnc3ccc(-c4ccncc4)nn23)cc1OC,-1%,1%,-2%,-21,-6,-2%,3,-2%,15,?
CCN1CCN(CCNC(=O)C2CCN(Cc3nc(-c4ccc(Cl)cc4)oc3C)CC2)CC1,3%,8%,2%,.,.,.,3,-10%,-2,8%
COc1ccc(CNC(=O)c2ccc(CS(=O)Cc3cccc(Cl)c3)o2)cc1 (configuration not stated),3%,2%,-8%,-21,-3,-2%,5,5%,3,-15%
O=C(CN1C(=O)NC2(CCCC2)C1=O)OCc1ccccc1F,.,0%,-15%,-1,-17,-3%,.,.,5,2%
O=C(CSc1nn(-c2ccccc2)c(=S)s1)Nn1cnnc1,0%,3%,2%,-23,-12,-3%,6,-9%,-1,-2%
CC(C)CCNC(=O)c1ccc2c(SCC(=O)O)c3c(nc2c1)CCCC3,.,-7%,2%,-12,-1,10%,6,-3%,-6,1%
O=S1(=O)C[C@@H](O)[C@@H](Nc2ccccc2)C1,0%,19%,-2%,-2,-8,-4%,-2,-1%,-5,7%
CC(=O)c1ccc(N2CCN(C(=O)C3(S(=O)(=O)c4ccc(Cl)cc4)CC3)CC2)cc1,0%,2%,3%,-8,10,-2%,5,-6%,19,?
C=Cc1ccc(CN2CCCN(Cc3ccc(F)cc3)S2(=O)=O)cc1,.,1%,-7%,?,10,3%,0,11%,-5,-1%
CCN(c1ccc(NC(=O)CCc2nc3sc4c(c3c(=O)[nH]2)CCCC4)cc1)C(C)C,.,1%,-1%,-16,3,2%,.,.,-1,1%
CCc1cc(SC#N)ccc1N,-2%,-6%,-11%,-10,-2,2%,0,-2%,6,-15%
COC(=O)[C@H]1[C@@H](C)N(Cc2ccccc2)C(=O)N[C@H]1c1ccccc1,.,.,.,-8,0,-1%,4,.,.,.
Cc1ccc(CNC(=O)CS(=O)(=O)Cc2nc(-c3ccccc3F)oc2C)cc1,.,4%,1%,-6,3,0%,1,.,0,-18%
N#Cc1cc2ccccc2nc1SCc1cccnc1,2%,1%,-8%,-3,2,.,9,-4%,-5,-6%
COc1ccc(-c2csc3ncnc(Sc4nnnn4C)c23)cc1,.,12%,3%,?,.,-2%,.,.,-4,?
O=C(NS(=O)(=O)c1ccccc1Cl)c1ccc[nH]1,.,-3%,1%,.,.,1%[46.1 µM],0,2%,5,-1%
COc1ccc(CNC(=O)C2CCCN2S(=O)(=O)c2ccc(Cl)cc2)cc1 (configuration not stated),-3%,-1%,-3%,-5,9,7%[46.1 µM],1,14%,-1,?
CN(CC1CCOCC1)C(=O)CC1C(=O)NCCN1C/C=C/c1ccccc1 (configuration not stated),3%,5%,0%,-14,5,4%,1,0%,2,2%
Cc1cnc(-c2nnc(N(C)C(=O)C3CCCO3)s2)cn1 (configuration not stated),6%,1%,-2%,12,-1,4%,1,-1%,13,2%
CCC(=O)N1c2ccc(S(=O)(=O)NCc3ccccc3)cc2CC1C (configuration not stated),2%,-3%,3%,-13,8,6%,4,7%,-8,0%
CCN(CC)CCCC1(CN)OCCc2ccccc21 (configuration not stated),1%,-1%,-9%,22,8,0%,-2,3%,-4,-1%
Cc1ccc(S(=O)(=O)c2cc3c(=O)n4ccccc4nc3n(C3CCCC3)c2=N)cc1,7%,-1%,-19%,26,4,-4%,-1,48%[activator],9,-3%
Cc1cc(NC(=O)Cc2ccccc2)c2ccccc2n1,-1%,-1%,-5%,-4,-4,1%,6,-4%,-19,14%
COc1cc(C(O)P(=O)(OC(C)C)OC(C)C)cc(OC)c1OC (configuration not stated),1%,-1%,15%,-4,-1,-1%[46.1 µM],2,-1%,3,0%
O=C(NCc1ccc2c(c1)OCO2)c1ccc(Cl)nc1,-1%,0%,-3%,6,12,-3%,-2,5%,-2,10%
O=C(CCCCn1c(=O)c2ccccc2n(Cc2ccccc2)c1=O)NC1CCN(Cc2ccccc2)CC1,-4%,-2%,-2%,2,12,-109%,4,5%,13,-21%
CN(C)CCn1c(=O)n(Cc2ccco2)c(=O)c2c3c(sc21)CCCCC3,2%,1%,11%,6,1,-6%,3,6%,6,?
CCCCc1n(CC(=O)c2ccc(Cl)cc2)c2ccccc2[n+]1C,7%,7%,1%,-5,16,-2%,1,0%,6,-2%
C#CCOCCOCCOCCNc1nc(N2CCN(C(=O)CCCCCCCCCCNC(=O)[C@@H](CCSC)n3cc(CCO)nn3)CC2)nc(N2CCN(C(=O)CCCCCCCCCCNC(=O)[C@H](CCCN=C(N)N)n3cc(C[C@@H](C)CC)nn3)CC2)n1,.,0%,?,13,0,-4%,.,.,-6,?
CCn1nnnc1SCC(=O)c1cc(Cl)ccc1OC,4%,3%[11.5 µM],-2%,-5,16,0%,0,18%,-3,8%
Cc1ccc(NC(=O)CCC(=O)OCCCC(F)(F)C(F)(F)F)cc1,-1%,7%,-3%,6,1,-3%,1,-1%,-7,-1%

High-throughput results from PubChem BioAssay.
